Screening results (PubChem)
Giardia FBPA inh = Giardia lamblia aldolase inhibition | A8B2U2 | purified Giardia FBPA | Potency, µM (highest dose often 59.6 µM), for inactives: top-dose activity, negative = inhibition, usual class: inhibitors | hit rate 0.71% among 290,000 | AID 2451; further: potency means the concentration at half of the fitted maximal effect; on the % scale 0 is the no-effect control and ±100 the full control effect; nearly all actives have a fitted effect of over 55% in size
Target sequence (A8B2U2 whole entry, looked up): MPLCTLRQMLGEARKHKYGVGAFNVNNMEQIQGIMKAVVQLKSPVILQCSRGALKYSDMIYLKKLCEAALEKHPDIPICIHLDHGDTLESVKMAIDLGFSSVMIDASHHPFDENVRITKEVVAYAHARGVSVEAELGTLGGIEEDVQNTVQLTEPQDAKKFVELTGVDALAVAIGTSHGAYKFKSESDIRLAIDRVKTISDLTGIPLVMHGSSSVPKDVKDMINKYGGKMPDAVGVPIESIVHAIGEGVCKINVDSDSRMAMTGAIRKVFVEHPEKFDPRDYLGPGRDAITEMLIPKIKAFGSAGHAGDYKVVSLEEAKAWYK
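Giardia FBPA (40 nM reagent) was preincubated 10 min at RT with compound (up to 57.5 uM final), then substrate plus GAPDH/TPI/NAD/arsenate coupling system with diaphorase/resazurin was added; resorufin fluorescence (525/598 nm) was read after 20 min.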
HCMV inh = human cytomegalovirus inhibition; AID 1259415; hit rate 4.5% among 410,000; HFF cells, HCMV-luciferase reporter, 72 h; stronger effect = lower value; activity change, negative = inhibition, % at 57.5 µM; in the data active means activity change below about -60%; inconclusive means no clear call, values can overlap the other calls; inactive means above about -39%; further: on the % scale 0 is the no-effect control and ±100 the full control effect
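Steps: HFFs plated, 16 h 37C; compounds added; HCMV-luciferase added to MOI 1 PFU/cell; 72 h 37C; OneGlo reagent, 5 min room temperature; luminescence read, normalized to controls.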
AmpC no deterg = inhibitors of E. coli AmpC beta-lactamase without detergent; P00811; AmpC nitrocefin hydrolysis, absorbance 480 nm, 0.0001% Triton; Potency, µM (top dose mostly 57.1 µM), without a hit: top-dose activity change, negative = inhibition, usual class: inhibitors; hit rate 0.52% among 330,000;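 further: potency means the concentration at half of the fitted maximal effect; plate controls were no compound for no effect and no enzyme for full effect; nearly all actives have a fitted effect of over 20% in size; some results filed as inactive show a strong effect at the top dose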
Target sequence (P00811 whole entry, looked up): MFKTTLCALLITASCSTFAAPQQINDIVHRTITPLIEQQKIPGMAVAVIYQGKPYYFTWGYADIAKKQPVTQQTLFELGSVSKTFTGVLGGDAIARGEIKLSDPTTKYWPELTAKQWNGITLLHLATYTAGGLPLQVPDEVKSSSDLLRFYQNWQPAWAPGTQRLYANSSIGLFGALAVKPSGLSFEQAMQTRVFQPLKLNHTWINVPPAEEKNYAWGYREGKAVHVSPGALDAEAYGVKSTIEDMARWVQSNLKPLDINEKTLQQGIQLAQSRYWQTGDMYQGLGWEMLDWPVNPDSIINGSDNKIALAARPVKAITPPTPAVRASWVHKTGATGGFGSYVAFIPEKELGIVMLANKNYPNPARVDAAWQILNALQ
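AmpC (5.3 nM in the dispensed reagent) in 20 mM phosphate pH 7.0 with 0.01% (detergent screen) or 0.0001% Triton X-100 was preincubated with compounds for 15 min at room temperature. Nitrocefin was then added from an 800 uM solution, and hydrolysis was followed at 480 nm.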
CHX counter = counter-screen hit for Shiga toxin inhibitors, cycloheximide; cell reporter, cycloheximide protein synthesis inhibition counterscreen; max response, %; hit rate 12% among 300,000; in the data active means max response mostly above about 13%, no sharp cut-off; inactive means mostly below about 14%; further: read at 38.3 µM for the half of the compounds with a filed dose; 0% is about no effect
AmpC detergent = blocks E. coli AmpC beta-lactamase in detergent assay; AmpC hydrolysis of nitrocefin, absorbance 480 nm, 0.01% Triton; Potency, µM (top dose mostly 114 µM), inactives show at the top dose activity change, negative = inhibition, usual class: inhibitors; hit rate 0.041% among 370,000;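 further: potency means the concentration at half of the fitted maximal effect; 0% = no-compound wells and -100% = no-enzyme wells; nearly all actives have a fitted effect of over 25% in size; some results filed as inactive show a strong effect at the top dose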
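20 mM phosphate pH 7.0 + 0.01% (detergent screen) or 0.0001% Triton X-100; 5.3 nM AmpC reagent; cpd preinc 15 min RT; nitrocefin (800 uM stock) to start; A480 q20 s × 4 min; Activity was normalised to no-enzyme and no-compound control wells.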
Shiga inhibitor = Shiga toxin inhibition; inhibition, % at 38.7 µM; AID 2315; Vero cells, Shiga toxin protein synthesis inhibition reporter; hit rate 9.2% among 290,000; in the data active means inhibition mostly above about 28%, no sharp cut-off; inactive means mostly below about 43%; further: 0% is about no effect
AMA1 RON2 block = disrupts binding of P. falciparum AMA1 to RON2; Potency, µM (doses to about 58.2 µM), inactives show at the top dose activity change, negative = inhibition, hits mostly inhibitors; AlphaScreen AMA1-biotinylated RON2 peptide binding; hit rate 0.2% among 360,000;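 further: potency means the concentration at half of the fitted maximal effect; 0% = vehicle wells and -100% = peptide control; nearly all actives have a fitted effect of over 45% in size; some results filed as inactive show a strong effect at the top dose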
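AMA1 (3D7) with his tag at 25 nM final met compounds first, then biotinylated RON2 peptide at 25 nM; detection used donor plus acceptor beads, 10 µg/mL apiece, read by AlphaScreen after 30 min at room temperature.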
Numbers without * were called inactive; ? = inconclusive; . = no result given; & = joins results of further samples; [ ] = dose if it differs, or a comment. Unless noted, the call rests on the fitted dose curve; in most records, active means well fitted curve in the direction sought with a large enough effect; inconclusive means small, poorly fitted or top-dose-only effect, or another doubt; inactive means no such curve, though single readings can be large; an effect the other way counts as inactive or inconclusive. An unsorted share of the library; about 16% have a hit in one of these screens.

entry	Compound	Giardia FBPA inh	HCMV inh	AmpC no deterg	CHX counter	AmpC detergent	Shiga inhibitor	AMA1 RON2 block
1	Cc1csc(NC(=O)CSc2nsc(SCC(=O)Nc3nc(C)cs3)c2C#N)n1	3.0%	101.5	-30.2%	41.2*	-5.2%	117.4*	-8.3%
2	COc1ccccc1OCCn1c(SCC(=O)O)nc2ccccc21	-15.6%	-18.7	-10.5%	-2.8	?	-4.6	-0.2%
3	Cc1ccc(CCN2C(Nc3ccccc3)=NC[C@@H]2C)cc1	.	3.9	-15.3%	.	-6.1%	.	-1.9%
4	Cc1ccc(C2C(C(=O)c3ccco3)=C(O)C(=O)N2c2nnc(C)s2)cc1 (stereo unspecified)	-22.8%	50.9	-28.6%	0.5	-9.8%	16.9	11.1%
5	CC(=O)c1ccc(NC(=O)C(C)Sc2n[nH]c(-c3cccnc3)n2)cc1 (stereo unspecified)	?	1.3	-11.8%	-1.4	-12.4%	-3.7	-8.6%
6	O=C(NC1CCCCC1)c1cc(C2CC2)on1	0.2%	-1.1	-16.9%	40.8*	-3.3%	107.8*	-5.8%
7	Cc1cc(C)cc(OCCCn2ccnc2)c1	-9.1%	4.0	-2.0%	-3.7	3.7%	-12.4	1.4%
8	Cc1sc2nc3ccc(N4CCCC4)nn3c(=O)c2c1C	-28.9%	-0.5	-13.0%	8.2	7.2%	6.8	5.1%
9	CCC(C)(C)NC(=O)Cc1ccc(C)cc1	17.7%	-19.7	-7.2%	20.7*	-14.5%	83.2*	-2.0%
10	COc1ccc(P(=O)(COc2ccc([N+](=O)[O-])cc2)c2ccc(OC)cc2)cc1	3.1%	1.6	98.5%[activator]	-7.9	-11.6%	-12.9	8.9%

Next records follow:
entry	Compound	Giardia FBPA inh	HCMV inh	AmpC no deterg	CHX counter	AmpC detergent	Shiga inhibitor	AMA1 RON2 block
11	COc1cccc2sc(Nc3nc(-c4ccncc4)cs3)nc12	4.3%	17.7	-19.7%	11.1	-0.3%	25.5	0.9%
12	CC(=O)Nc1ccc(NC(=O)CSc2nnc(NC(=O)c3ccco3)s2)cc1	.	17.6	-12.0%	-4.5	3.3%	-9.5	4.3%
13	COc1cccc(CN2CCN(Cc3nc4c(s3)CCCC4)CC2CCO)c1 (stereo unspecified)	2.7%	-18.1	160.4%[activator]	4.7	3.0%	9.0	5.9%
14	O=C(NC(=S)Nc1ccc(Cl)cn1)c1cc([N+](=O)[O-])ccc1N1CCOCC1	14.1µM*	-9.7	55.9%	1.7	-2.5%	-4.6	-1.7%
15	CC(C)(C#N)N([O-])C=C[N+](=O)C(C)(C)C#N	-14.2%	70.2	-12.4%	-3.7	-18.3%	25.2	36.1%[activator]
16	COc1ccc2[nH]c(=O)c(C3c4cc(OC)c(OC)cc4CCN3C(=O)c3ccco3)cc2c1 (stereo unspecified)	.	56.6	10.2%	-3.9	-0.3%	-3.2	-6.8%
17	COc1cc(C)c(C(=O)Oc2cc(C)c(C(=O)O)c(O)c2C)c(OC)c1C	-10.2%&-2.2%	3.3	-37.7%	-1.1	8.1%	-15.8	0.0%
18	Cc1ccc(C(=O)CSc2nc(C)cc(SCc3nnc(-c4ccccc4)o3)n2)cc1	-11.0%	17.7	-27.6%	-1.9	?	0.2	0.2%
19	CCC1CCCCN1C(=O)COC(=O)c1cc(Br)ccc1Cl (stereo unspecified)	0.8%	?	25.7%	-2.7	-1.0%	12.6	0.0%
20	O=C(O)c1ccc(COc2ccccc2C=C2C(=O)c3ccccc3C2=O)cc1	6.8%	-34.6	-28.1%	9.6	-20.7%	2.3	-13.0%

(continued)
entry	Compound	Giardia FBPA inh	HCMV inh	AmpC no deterg	CHX counter	AmpC detergent	Shiga inhibitor	AMA1 RON2 block
21	O=C(NC1=NCCS1)c1ccc(F)c(S(=O)(=O)N2CCOCC2)c1	.	6.3	-16.5%	.	.	.	0.0%
22	Nc1cccc(S(=O)(=O)NC2=NCCC2)c1	-14.7%	-10.5	-8.4%	-1.5	-4.1%	-17.9	6.1%
23	C[C@H](NC(=O)[C@@H](N)Cc1ccc(O)cc1)C(=O)NCC(=O)N[C@H]1CSSC[C@@H](C(=O)O)NC(=O)[C@H](CO)NC(=O)[C@H]([C@@H](C)O)NC(=O)[C@H](Cc2ccccc2)NC(=O)[C@H]([C@@H](C)O)NC(=O)[C@H](CCCCN)NC(=O)[C@H](Cc2c[nH]c3ccccc23)NC(=O)[C@H](Cc2ccccc2)NC(=O)[C@H](Cc2ccccc2)NC(=O)[C@H](CC(N)=O)NC(=O)[C@H](CCCCN)NC1=O	5.0%	.	.	-4.5	.	-6.1	.
24	O=C(c1ccc(=O)[nH]c1)N1CCCc2ccccc21	1.9%	-13.2	-9.1%	-1.8	-6.1%	-7.8	6.5%
25	CCO[C@H]1OC(C(=O)O)=C[C@@H](C2CC2)[C@@H]1CCCO	4.9%	.	-12.5%	-0.9	-2.6%	-14.1	.
26	Cc1cc(C)c2nc(N3CCCC(C(=O)NC4CCCC4)C3)sc2c1 (stereo unspecified)	0.8%	38.7	-1.0%	12.1	3.8%	4.7	16.1%
27	O=C1c2ccsc2SCCN1Cc1ccccc1	-13.9%	?	-13.8%	1.1	1.4%	-2.5	13.7%
28	COC(=O)c1c(NC(=O)CN2CCC(C)CC2)c2c(C)cccc2n1C	1.0%	30.1	-18.0%	-2.4	?	-10.6	.
29	Cc1ccc(NC(=S)NC(NC(=O)C(C)(C)C)C(Cl)(Cl)Cl)c(C)c1 (stereo unspecified)	5.3%	8.5	-24.9%	-1.0	-5.8%	-23.6	-7.8%
30	O=C(OCC(=O)N1CCN(C(=O)c2ccco2)CC1)c1ccc(Cl)cc1	.	-6.7	-10.9%	.	-12.1%	.	8.0%

Compound profiles (already shown):
C[C@H](NC(=O)[C@@H](N)Cc1ccc(O)cc1)C(=O)NCC(=O)N[C@H]1CSSC[C@@H](C(=O)O)NC(=O)[C@H](CO)NC(=O)[C@H]([C@@H](C)O)NC(=O)[C@H](Cc2ccccc2)NC(=O)[C@H]([C@@H](C)O)NC(=O)[C@H](CCCCN)NC(=O)[C@H](Cc2c[nH]c3ccccc23)NC(=O)[C@H](Cc2ccccc2)NC(=O)[C@H](Cc2ccccc2)NC(=O)[C@H](CC(N)=O)NC(=O)[C@H](CCCCN)NC1=O is listed with Giardia FBPA inh: 5.0%; HCMV inh: .; AmpC no deterg: .; CHX counter: -4.5; AmpC detergent: .; Shiga inhibitor: -6.1; AMA1 RON2 block: .
Nc1cccc(S(=O)(=O)NC2=NCCC2)c1 is listed with Giardia FBPA inh: -14.7%; HCMV inh: -10.5; AmpC no deterg: -8.4%; CHX counter: -1.5; AmpC detergent: -4.1%; Shiga inhibitor: -17.9; AMA1 RON2 block: 6.1%

The list continues.
entry	Compound	Giardia FBPA inh	HCMV inh	AmpC no deterg	CHX counter	AmpC detergent	Shiga inhibitor	AMA1 RON2 block
31	CN1/C(=C\C(=O)COC(=O)CN2C(=O)C3CC=CCC3C2=O)C(C)(C)c2ccccc21 (stereo unspecified)	-7.0%	3.2	139.7%[activator]	-4.0	-8.1%	-12.3	8.7%
32	O=C(Cc1cccs1)N/N=C/C=C/c1ccccc1[N+](=O)[O-]	-5.4%	22.8	-22.2%	21.9*	-1.4%	62.4*	-5.4%
33	CCc1ccc(NC(=O)CNS(=O)(=O)c2c(C)noc2C)cc1	5.7%	0.6	-14.3%	7.1	-0.4%	-4.9	28.4%
34	C[C@H]1COC(=O)[C@@H](NC(=O)OCC2c3ccccc3-c3ccccc32)C/C=C\C[C@H](CC(=O)NCCO)C(=O)N1	.	-34.9	-0.4%	.	.	.	11.3%
35	Cn1nnnc1SCCNCc1ccccc1OCc1ccccc1	-3.0%	?	2.6%	-2.7	-10.5%	-5.7	-29.9%
36	O=C(CN1C2CCCC1CC(NC(=O)c1ccccc1)C2)Nc1ccccc1C(F)(F)F (stereo unspecified)	-1.2%	-37.1	0.2%	16.2	-9.0%	30.0	2.2%
37	CC1=CCC2C(=O)N(C(C)c3ccccc3)C(=O)C2C1 (stereo unspecified)	-0.1%	-8.4	-9.5%	-3.2	-4.7%	4.2	-0.3%
38	CCOc1ccc(NC(=O)c2ccccc2NS(C)(=O)=O)cc1	1.8%	55.7	-27.6%	15.1*	-2.0%	26.5	-4.8%
39	COC(CN(C)C(=O)c1ccc2c(c1)NC(=O)c1ccccc1S2)OC	-5.6%	45.6	-5.5%	-2.7	-1.8%	-4.4	-1.2%
40	O=C(Cc1ccccc1)N1CCCC(c2nc(-c3ccc(S(=O)(=O)N4CCCC4)cc3)no2)C1 (stereo unspecified)	4.7%	-39.4	2.9%	-1.6	-17.0%	-7.6	-0.5%

Overlap with the part before: three compounds; new compounds follow.
entry	Compound	Giardia FBPA inh	HCMV inh	AmpC no deterg	CHX counter	AmpC detergent	Shiga inhibitor	AMA1 RON2 block
38	CCOc1ccc(NC(=O)c2ccccc2NS(C)(=O)=O)cc1	1.8%	55.7	-27.6%	15.1*	-2.0%	26.5	-4.8%
39	COC(CN(C)C(=O)c1ccc2c(c1)NC(=O)c1ccccc1S2)OC	-5.6%	45.6	-5.5%	-2.7	-1.8%	-4.4	-1.2%
40	O=C(Cc1ccccc1)N1CCCC(c2nc(-c3ccc(S(=O)(=O)N4CCCC4)cc3)no2)C1 (stereo unspecified)	4.7%	-39.4	2.9%	-1.6	-17.0%	-7.6	-0.5%
41	COc1ccc(-c2[nH]ncc2CNC(C)c2cn(C)nc2C)c(F)c1 (stereo unspecified)	0.7%	-19.3	-3.2%	-1.1	5.5%	-11.9	5.4%
42	Cc1ccc(S(=O)(=O)N(C(=N)N)c2nc(N(C)C)nc(N(C)C)n2)cc1	-3.7%	-21.7	-18.3%	-3.6	-12.3%	-6.6	.
43	Cc1c(Br)c(O)c(Br)c(O)c1/C=N/n1c(-c2ccccc2)n[nH]c1=S	-13.6%	.	-21.5%	2.0	-1.5%	-7.3	43.2%[activator]
44	O=C(NCc1ccc(F)cc1)c1ccc(NC(=O)C2CCCO2)cc1 (stereo unspecified)	-5.4%	-10.6	-10.2%	-5.4	-9.7%	-11.6	-1.8%
45	CCOC(=O)CC(NC(=O)CCc1c(C)nc2nc(C)nn2c1C)c1ccc(OC(C)C)cc1 (stereo unspecified)	6.8%	10.6	50.0%	1.7	2.5%	13.7	-17.1%
46	CC(C)c1ccc(-n2c(O)c(/C=N/N3CCOCC3)c(=O)[nH]c2=S)cc1	-2.8%	27.2	3.4%	-2.8	10.2%	19.0	20.6%
47	CC(C)CCNC(=O)C1CC(c2cccc([N+](=O)[O-])c2)=NO1 (stereo unspecified)	-1.6%	21.3	-0.5%	-4.0	0.5%	-10.6	-5.0%
48	Nc1ccc([As](=O)(O)O)cc1	-3.8%&3.7%	76.4	3.2%	-2.3&8.7	-5.9%	-2.5&-14.1	-4.6%
49	COc1ccc(C2CC(c3ccc(OC)cc3O)=NN2C(=O)c2ccccc2)cc1 (stereo unspecified)	9.5%	-22.5	-3.8%	4.2	-1.8%	-6.0	-7.0%
